Bioassay records (PubChem)
Tau fibril ThT = tau fibrillization inhibition (ThT binding); AID 1460; recombinant tau K18 P301L, heparin-induced fibrillization, ThT fluorescence; Potency, µM (highest dose often 57.4 µM), without a hit: at the highest dose activity, negative = inhibition, most hits filed as inhibitors; P10636; 270,000 compounds, 2.1% hits; note: nearly all actives have a fitted effect of over 55% in size
Target sequence (P10636 561-689 P618L limits assumed): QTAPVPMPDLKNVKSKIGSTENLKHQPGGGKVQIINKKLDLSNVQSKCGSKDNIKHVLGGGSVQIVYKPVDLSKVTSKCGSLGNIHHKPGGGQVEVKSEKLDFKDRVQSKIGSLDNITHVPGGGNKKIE
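Using a mix of unlabeled (15 uM) and Alexa 594-labeled (0.24 uM) tau K18 P301L, heparin-triggered fibrillization over 6 hr at 37 C was scored by ThT fluorescence.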
TRb SRC2 PPI = inhibitors of human thyroid hormone receptor beta-SRC2 interaction; P10828; TRbeta-SRC2 peptide binding, fluorescence polarization; receptor liganded with 1 µM T3; Potency, µM (series often up to 106 µM), for the others: at the highest dose activity change, negative = inhibition, actives largely listed as inhibitors; 280,000 compounds, 0.065% hits; AID 1469;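 note: plate controls were bound peptide for no effect and peptide without receptor for full effect; nearly all actives have a fitted effect of over 50% in size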
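Binding of a 20-amino-acid Texas Red SRC2 peptide (20 nM) to TRb ligand-binding domain (0.6 uM) with agonist T3 at 1 uM was followed by fluorescence polarization after a 5 hr room-temperature incubation.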
L3MBTL1 inh = blocks human L3MBTL1 | 230,000 compounds, 0.66% hits | Potency, µM (top dose mostly 57.1 µM), without a hit: top-dose activity, negative = inhibition, most hits filed as inhibitors | Q9Y468 | AlphaScreen L3MBTL1–H3K9me1 peptide binding; note: nearly all actives have a fitted effect of over 60% in size
Target sequence (Q9Y468 whole entry, looked up): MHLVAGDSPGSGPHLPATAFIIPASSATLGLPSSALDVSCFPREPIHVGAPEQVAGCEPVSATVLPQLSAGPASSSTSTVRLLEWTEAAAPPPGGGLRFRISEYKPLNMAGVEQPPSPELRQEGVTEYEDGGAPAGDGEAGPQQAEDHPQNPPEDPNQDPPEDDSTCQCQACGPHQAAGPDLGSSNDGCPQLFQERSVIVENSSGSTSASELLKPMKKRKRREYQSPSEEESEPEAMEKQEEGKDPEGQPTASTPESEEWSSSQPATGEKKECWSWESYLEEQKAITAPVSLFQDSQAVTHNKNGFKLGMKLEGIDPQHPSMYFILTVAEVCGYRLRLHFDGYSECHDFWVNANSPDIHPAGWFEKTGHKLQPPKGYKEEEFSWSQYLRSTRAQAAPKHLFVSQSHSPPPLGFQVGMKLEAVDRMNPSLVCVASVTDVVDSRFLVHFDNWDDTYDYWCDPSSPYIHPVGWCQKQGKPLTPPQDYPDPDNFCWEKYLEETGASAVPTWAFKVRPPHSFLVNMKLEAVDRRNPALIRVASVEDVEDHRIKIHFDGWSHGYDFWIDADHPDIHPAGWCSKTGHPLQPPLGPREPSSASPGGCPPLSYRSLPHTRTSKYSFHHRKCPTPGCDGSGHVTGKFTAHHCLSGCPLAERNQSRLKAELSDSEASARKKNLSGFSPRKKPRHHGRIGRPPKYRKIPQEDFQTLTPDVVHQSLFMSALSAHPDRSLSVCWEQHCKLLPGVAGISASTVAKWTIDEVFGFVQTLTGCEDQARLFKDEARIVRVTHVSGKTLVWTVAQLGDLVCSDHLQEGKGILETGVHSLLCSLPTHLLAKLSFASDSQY
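First, the protein-peptide complex forms for 30 min at room temperature (L3MBTL1 50 nM, biotinylated H3K9me1 peptide 75 nM). Next, compounds are pin-transferred and incubated 30 min. Finally, AlphaScreen beads are added and read after 30 min.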
Tau fluor cs = counter-screen for tau fibril formation inhibitors. tau K18 P301L Alexa594 fluorescence, heparin fibrillization. Potency, µM (highest dose often 57.7 µM), without a hit: at the top dose activity change, negative = decrease. 280,000 compounds, 0.93% hits; note: nearly all actives have a fitted effect of over 55% in size
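Human tau K18 P301L (15 uM unlabeled, 0.24 uM Alexa 594-labeled) in 100 mM sodium acetate pH 7 with 20 uM heparin, 6 hr at 37 C. ThT 30 uM added, 1 hr ambient; Alexa 594 FP and total fluorescence read at 555/632 nm.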
TexasRed fluor = counter-screen for TRb-SRC2 inhibitors: fluorescence interference; 280,000 compounds, 0.29% hits; AID 1479; TRb/SRC2 Texas Red total fluorescence interference; Potency, µM (top dose mostly 106 µM), without a hit: at the highest dose fluorescence change, negative = quenching; active = well fitted curve in either direction with a large enough effect; inconclusive = small, poorly fitted or top-dose-only effect
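Human TRβ ligand-binding domain (0.6 uM) and Texas Red SRC2 peptide (20 nM) in Tris buffer with 1 uM T3 and 5% DMSO were incubated with pinned compound for 5 hr at ambient temperature. Total fluorescence was computed as S + 2P (555/632 nm).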
Tau fibril FP = tau fibrillization inhibition (FP); 280,000 compounds, 0.39% hits; AID 1468; Potency, µM (titrated, usually from 57.7 µM), for the others: top-dose activity, negative = inhibition, actives largely listed as inhibitors; K18 P301L tau heparin fibrillization, Alexa594 FP, 6 h; note: nearly all actives have a fitted effect of over 55% in size
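Quantitative HTS format: compounds meet 15 uM recombinant K18 P301L tau and Alexa 594-tau tracer in 100 mM sodium acetate pH 7; 20 uM heparin triggers fibrillization at 37 C over 6 hr; FP gives the signal.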
ALDH1A1 inh = inhibitors of human aldehyde dehydrogenase 1A1 | Purified ALDH1A1, NADH fluorescence, propionaldehyde substrate | P00352 | 220,000 compounds, 7.3% hits | AID 1030 | Potency, µM (top dose mostly 75.3 µM), for inactives: top-dose activity, negative = inhibition, hits mostly inhibitors; active = well fitted inhibition curve with a large enough effect, not every such curve was filed as active; inconclusive = small, poorly fitted or top-dose-only effect, or another doubt; inactive = no such curve, though single readings can be large or run the other way;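 note: plate controls were no enzyme wells and a reference inhibitor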
aGal spleen mod = inhibits or activates alpha-galactosidase in human spleen homogenate; human spleen homogenate, 4MU-alpha-Gal fluorescence, 40 min; Potency, µM (doses to about 80 µM), without a hit: at the top dose activity change, negative = inhibition, most hits filed as inhibitors; 240,000 compounds, 0.008% hits;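 note: 0% = enzyme with vehicle and -100% = no enzyme basal signal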
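Inhibition or activation of alpha-galactosidase in human spleen homogenate is scored by 4-MU fluorescence after 40 min at 37C, pH 5.0, with 1 mM substrate. AC50s come from concentration-response fitted to the Hill equation.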
Starred values were filed as active, the others as inactive; ? = inconclusive; . = not tested or not shown; [ ] = dose if it differs, or a comment. Unless noted, calls come from the whole dose curve; as a rule, active = well fitted curve in the direction sought with a large enough effect; inconclusive = small, poorly fitted or top-dose-only effect, or another doubt; inactive = no such curve, though single readings can be large; an effect the other way counts as inactive or inconclusive. Unless noted, % is set by controls: 0 for no effect and ±100 for the full control effect; potency is the fitted concentration of half-maximal effect.

SMILES	Tau fibril ThT	TRb SRC2 PPI	L3MBTL1 inh	Tau fluor cs	TexasRed fluor	Tau fibril FP	ALDH1A1 inh	aGal spleen mod
CCOc1ccc(S(=O)(=O)Nc2ccc3c(c2)c2c(n3S(=O)(=O)c3ccc(OCC)cc3)CCCC2=O)cc1	-1.3%	-0.9%	-2.3%	-14.8%	-2.7%	-10.1%	3.0%	23.3%
CCS(=O)(=O)c1ncc(N(Cc2ccccc2)Cc2ccco2)c(C(=O)Nc2cccc(Cl)c2C)n1	-8.7%	0.0%	.	-17.8%	-10.6%	-9.0%	.	.
CN(CCOc1ccccc1)CC(=O)Nc1ccc(Cl)cc1[N+](=O)[O-]	-15.6%	-9.5%	-21.8%	-25.4%	-0.7%	?	?	7.1%
C=CCNC(=O)/C(C#N)=C\c1cc(Cl)c(O)c(OCC)c1	?	1.0%	-5.6%	-10.9%	3.9%	6.9%	?	-0.1%
Cc1cc2cc(CN(CCN3CCOCC3)C(=O)Nc3ccccc3F)c(=O)[nH]c2cc1C	-18.1%	2.4%	-5.5%	-9.4%	1.3%	3.1%	?	3.8%
Cc1cc(-c2ccccc2C(=O)Nc2ccccc2O)on1	-9.7%	1.8%	0.8%	-12.5%	1.9%	1.0%	.	2.2%
Cc1cccc(OCC(O)Cn2c(=N)n(Cc3ccccc3)c3ccccc32)c1 (stereo unspecified)	-13.8%	2.7%	-12.5%	-10.7%	-5.9%	-12.2%	3.9%	-1.2%
N#Cc1c(N)n(CCOC(=O)c2ccc(Cl)cc2)c2nc3ccccc3nc12	?	?	7.0%[11.4 µM]	?	-7.3%	-12.8%	?	?
Cc1ccc(OCc2nnc(SCC(=O)O)n2N)cc1	-0.6%	3.1%	-1.3%	0.6%	-6.3%	1.2%	-2.3%	2.8%
Cc1ccc(CNC(=O)c2cc3c(=O)n4cccc(C)c4nc3s2)cc1	0.4%	-0.7%	.	-10.2%	3.9%	-9.8%	.	.
CN(c1ccc(Cl)cc1)S(=O)(=O)c1nnc(NC(=O)C2CCCCC2)s1	-9.3%	0.3%	.	-15.5%	1.6%	0.0%	.	.
COc1ccc(-c2cc3nc4ccccc4n3c(N)c2C#N)cc1	?	-6.5%	16.0%	-29.4%	1.2%	9.8%	?	3.5%
COc1ccc(NC(=O)C2CCCN(c3nccc(C)n3)C2)cc1 (stereo unspecified)	-3.7%	1.4%	.	-14.9%	3.9%	-10.6%	-5.4%	-3.5%
COc1ccc2[nH]cc(C(=O)CNc3nc(C)cs3)c2c1	?	-0.2%	-5.5%	-27.1%	-3.9%	6.7%	-3.6%	4.5%
Cc1cccc(C2c3[nH]c4ccccc4c3CCN2Cc2cnn(-c3ccc(F)cc3)c2)n1 (stereo unspecified)	-9.2%	5.9%[53 µM]	-13.0%	-11.5%	-0.3%[53 µM]	8.0%	-7.6%	3.6%
C=CCn1c(NS(=O)(=O)c2ccccc2)c(S(=O)(=O)c2ccc(C)cc2)c2nc3ccccc3nc21	6.1%	-10.8%	3.55µM*	-0.9%	-2.1%	1.0%	6.6%	-0.1%
COCCNC(=O)C1(C)Oc2ccccc2NC1=O (stereo unspecified)	-11.2%	4.0%	.	-1.4%	0.9%	2.1%	6.9%	-1.5%
Nc1n[nH]c(N)c1N=Nc1cccc(F)c1	?	5.6%	-14.4%	-21.1%	-4.5%	11.4%	-5.0%	-1.9%
O=C(Cn1cnc2ccccc2c1=O)N1CCN(c2ccc(F)cc2)CC1	-4.4%	-4.6%	-1.4%	0.7%	-1.7%	-6.7%	11.9%	2.9%
Cc1ccc2nc(-c3ccc(NC(=O)COCC(=O)O)cc3)sc2c1	-3.6%	-2.2%	-0.1%	-5.8%	-1.3%	4.1%	?	-1.4%

Sorted by count of non-hydrogen atoms (smallest number first): part of the list above.
SMILES	Tau fibril ThT	TRb SRC2 PPI	L3MBTL1 inh	Tau fluor cs	TexasRed fluor	Tau fibril FP	ALDH1A1 inh	aGal spleen mod
Cc1cc(-c2ccccc2C(=O)Nc2ccccc2O)on1	-9.7%	1.8%	0.8%	-12.5%	1.9%	1.0%	.	2.2%
COc1ccc(NC(=O)C2CCCN(c3nccc(C)n3)C2)cc1 (stereo unspecified)	-3.7%	1.4%	.	-14.9%	3.9%	-10.6%	-5.4%	-3.5%
Cc1cc2cc(CN(CCN3CCOCC3)C(=O)Nc3ccccc3F)c(=O)[nH]c2cc1C	-18.1%	2.4%	-5.5%	-9.4%	1.3%	3.1%	?	3.8%

New compounds follow
SMILES	Tau fibril ThT	TRb SRC2 PPI	L3MBTL1 inh	Tau fluor cs	TexasRed fluor	Tau fibril FP	ALDH1A1 inh	aGal spleen mod
CCCCN=C1NN=C(c2cc3ccccc3o2)CS1	?	-0.7%	-16.6%	-27.0%	-5.0%	-5.0%	?	5.5%
CN1C(C(=O)NCc2cccc(Br)c2)CC2Cn3c(nc4cc5ccccc5cc43)C21 (stereo unspecified)	-17.8%	1.7%	.	-1.0%	-0.8%	-0.9%	.	3.6%
O=C(c1cnc(Cl)c(Cl)c1)N1CCC(Cc2ccccc2)CC1	-14.9%	-6.2%	0.0%	-7.0%	-1.2%	-3.7%	-9.9%	0.2%
O=C(Cc1cccs1)Nc1ccc(S(=O)(=O)Nc2ncccn2)cc1	-10.7%	3.6%	?	-6.8%	-9.5%	-7.6%	?	-4.0%
O=c1cc(/C=C/c2ccccc2)oc2c1ccc1ccccc12	?	7.4%	-1.1%	?	-8.9%	-6.4%	?	8.3%
CCN(CC)c1ccc2cc(NC(=O)CCC(=O)O)c(=O)oc2c1	?	-14.6%	-1.5%	-0.8%	-3.4%	-3.3%	?	7.4%
CC(NC(=O)Cc1ccccc1F)c1ccc(F)cc1 (stereo unspecified)	-0.8%	1.3%	6.0%	1.9%	-1.7%	-2.8%	17.1%	8.8%
CCOC(=O)c1sc(C)c2c1NC(c1ccc(Cl)cc1)NC2=O (stereo unspecified)	-3.6%	-9.4%	14.5%	-7.6%	-1.4%	-13.2%	2.7%	-1.9%
CCOC(=O)CSC1=NC(=O)/C(=C/c2ccc(OC)cc2)S1	?	4.7%	2.0%	-5.1%	-1.4%	-14.2%	?	-7.6%
O=C(NCc1ccc2c(c1)OCO2)C1CCC(CNS(=O)(=O)c2cccc3nsnc23)CC1 (stereo unspecified)	-4.0%	-9.3%	.	-4.9%	-3.2%	-0.9%	?	3.0%

Profiles, quoted from the list. Order of values: Tau fibril ThT, TRb SRC2 PPI, L3MBTL1 inh, Tau fluor cs, TexasRed fluor, Tau fibril FP, ALDH1A1 inh, aGal spleen mod
Record of CN1C(C(=O)NCc2cccc(Br)c2)CC2Cn3c(nc4cc5ccccc5cc43)C21 (stereo unspecified) : -17.8%, 1.7%, ., -1.0%, -0.8%, -0.9%, ., 3.6%
Record of O=C(c1cnc(Cl)c(Cl)c1)N1CCC(Cc2ccccc2)CC1 : -14.9%, -6.2%, 0.0%, -7.0%, -1.2%, -3.7%, -9.9%, 0.2%

Other records follow:
SMILES	Tau fibril ThT	TRb SRC2 PPI	L3MBTL1 inh	Tau fluor cs	TexasRed fluor	Tau fibril FP	ALDH1A1 inh	aGal spleen mod
COC(=O)Nc1ccc(S(=O)(=O)NCCCCCC(=O)O)cc1	-9.3%	0.4%	4.0%	-5.3%	-2.0%	1.3%	9.2%	0.5%
CCC(CC)=NNc1ccc([N+](=O)[O-])cc1[N+](=O)[O-]	-12.1%	-1.6%	-15.1%	-6.5%	1.8%	-0.5%	0.0%	-5.5%
CC(=O)Nc1ccc(S(=O)(=O)N2CCN(C(C)CCc3ccccc3)CC2)cc1 (stereo unspecified)	-13.9%	-2.7%	.	?	-4.8%	?	31.6µM*	-4.6%
O=C(N[C@@H](c1ccccc1)[C@@H]1C[C@H]1C(=O)NCc1ccccc1)OCc1ccccc1	-11.6%	8.1%	.	-14.2%	-0.2%	-2.6%	?	5.7%
COc1ccc(CN(C(=O)c2cccs2)c2nccs2)cc1OC	4.7%	-15.8%	-3.5%	-5.2%	1.5%	-2.9%	2.4%	-3.8%
COc1ccc(Cn2c(C(=O)O)c(CNC3CCCCCC3)c3ccc(OC)cc32)cc1	-5.7%	2.5%	.	-5.3%	0.2%	-1.3%	.	.
COc1cc(Cl)cc(C=O)c1OCC(=O)O	-10.2%	1.8%	7.2%	0.7%	-3.9%	-2.1%	-3.5%	-1.8%
CC(C)(O)C#Cc1ccc(C(=O)NC2CCCCC2)s1	-2.4%	2.2%	9.0%	2.4%	1.9%	-0.5%	4.3%	-1.8%
CC1=C(C#N)C(=O)N(C2CCS(=O)(=O)C2)C(=O)/C1=C\c1ccc(C)o1 (stereo unspecified)	22.4µM*	4.8%	14.1µM*	?	-0.1%	?	?	1.6%
CC(=O)OC1=CN(Cc2ccccc2)S(=O)(=O)c2ccccc21	-16.6%	1.7%	.	-17.6%	-11.3%	-8.9%	.	.
CCN(c1ccccc1)P(=O)(Nc1ccccc1)Nc1ccccc1	.	-2.1%	.	-12.7%	-3.8%	-1.2%	.	2.9%
O=C(c1ccc(Cl)cc1)c1coc2ccc(O)cc12	?	6.1%	9.0%	?	-0.4%	-3.0%	8.9%	2.2%
CN(C(=O)C1=CC(c2ccc3c(c2)OCO3)=NS(=O)(=O)N1C)c1ccccc1	0.2%	-8.0%	.	-27.8%	-0.5%	-17.0%	.	.
O=C(O)CC1(CC(=O)NCc2ccc(-c3cccs3)cc2)CCCCC1	?	-4.4%	-4.9%	-9.4%	0.6%	-4.2%	?	-1.1%
CCc1ccc(NC(=O)CCCc2nnc3n(CCCOC)c(=O)c4sccc4n23)cc1	-2.9%	-6.8%	.	-8.0%	-2.0%	-4.7%	.	.
CN=c1oc2ccc(Cl)cc2cc1C(N)=O	-20.9%	-4.4%	.	-14.3%	-7.4%	-12.0%	5.7%	11.5%
CNC(=O)c1ccc(-c2sc3nc(N4CCOCC4)c4c(c3c2N)CCCC4)o1	15.8µM*	-20.4%	9.0%	14.1µM*[quencher]	-8.2%	20.0%	?	?
Cc1ccc(C)c(NC(=O)Cn2c(=O)n(Cc3ccc4c(c3)OCO4)c(=O)c3oc4ccccc4c32)c1	7.9%	-0.2%	.	-2.6%	-2.5%	-13.1%	.	.
CCN(Cc1ccccc1)C(c1cc2cc(C)ccc2[nH]c1=O)c1nnnn1CCOC (stereo unspecified)	-13.3%	-3.5%	1.2%	-12.1%	-0.6%	5.0%	?	-2.5%
O=C(N/N=C/C1CC=CCC1)c1ccc(O)cc1O (stereo unspecified)	-20.8%	0.9%	-1.3%	-16.8%	-1.1%	2.7%	?	-2.5%
